UPR CHOP act: apoptotic UPR (CHOP) activation; activation, % at 10 µM; CHO-CHOP luciferase reporter, luminescence; percent of tunicamycin response over DMSO baseline; 0.34% of 330,000 active;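 active = at 10 µM dose, activation of 40% or more, normalized to positive control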;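 also: 100% = tunicamycin at 10 µg/mL and 0% = DMSO alone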
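Test system: CHO CHOP reporter cells. Input: 500 CHO-CHOP cells per well. Medium: F12 with 10% FBS. Technique: luciferase luminescence. Measure: percent activation relative to tunicamycin control. Dosing: 10 µM compound, 0.5% DMSO. Timing: 16-18 h cell attachment, then 6 h compound exposure, 37 °C.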
697 NFkB inh: lowers PMA/ionomycin-induced NF-kB signal in 697 B cells; AID 435022; 697 B-cell NF-kB luciferase reporter, 16 h; 0.33% of 330,000 active; inhibition, % at 4 µM; in the data active = inhibition above about 35%
Mdm2 MdmX PPI: human Mdm2/MdmX binding inhibition; SaOS-2 split-luciferase Mdm2/MdmX complementation, luminescence; inhibition, % at 8 µM; 3% of 330,000 active; AID 485346;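 active = inhibition of at least 50% at 8 µM in the primary screen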
APJ antagonist: blocks the human apelin receptor APJ; P35414; CHO-K1 APJ beta-arrestin complementation, luminescence; inhibition, % at 20 µM; 0.32% of 330,000 active; AID 2521;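 active = inhibition above about 40% at 20 µM, limit read from the data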;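 also: cells challenged with 10 nM apelin-13 agonist together with compound; plate controls were apelin-13 plus DMSO wells for no effect and DMSO wells lacking apelin-13 for full effect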
Target sequence (P35414 whole entry, looked up): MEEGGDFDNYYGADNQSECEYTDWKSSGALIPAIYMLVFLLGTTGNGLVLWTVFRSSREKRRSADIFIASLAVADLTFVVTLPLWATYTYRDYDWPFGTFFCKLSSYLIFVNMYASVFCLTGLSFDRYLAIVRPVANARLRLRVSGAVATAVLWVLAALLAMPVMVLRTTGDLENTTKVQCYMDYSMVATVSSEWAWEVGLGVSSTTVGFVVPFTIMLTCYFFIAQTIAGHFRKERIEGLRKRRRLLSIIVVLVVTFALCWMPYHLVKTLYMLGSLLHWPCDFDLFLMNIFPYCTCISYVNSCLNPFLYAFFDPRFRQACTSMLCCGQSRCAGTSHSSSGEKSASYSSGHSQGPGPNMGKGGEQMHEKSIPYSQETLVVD
Jurkat NFkB inh: lowers PMA/ionomycin-induced NF-kB signal in Jurkat cells. 0.53% of 330,000 active. PMA/ionomycin-induced NF-kB luciferase reporter, luminescence. AID 435003. inhibition, % at 4 µM; in the data active = inhibition above about 50%
UPR XBP1 act: activators of adaptive arm of unfolded protein response (XBP1); CHO-XBP1 luciferase reporter, IRE1-XBP1 UPR activation, luminescence; percent of tunicamycin response, DMSO as zero; activation, % at 20 µM; 0.33% of 330,000 active; AID 463104;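 active = versus positive control, 20 µM dose yields 30% or more activation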;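 also: 100% = tunicamycin at 10 µg/mL and 0% = DMSO only wells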
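Assay system: IRE1-XBP1 luciferase reporter CHO line. Input: 1000 cells/well. Buffer or medium: F12 with 10% serum. Doses: 20 µM, 1% DMSO. Times: overnight seeding at 37 °C, 6 h compound treatment at 37 °C. Technique: Steady-Glo luciferase glow luminescence, 10 min after reagent addition.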
tim23-1 inh: growth inhibitors of tim23-1 mutant yeast; S. cerevisiae tim23-1 growth, BacTiter-Glo luminescence, 24 h; inhibition, % at 20 µM; 1.3% of 330,000 active;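 active = growth inhibition of the mutant yeast at or above 50%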;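 also: temperature-sensitive mutant grown at 25 °C; plate controls were DMSO-treated mutant yeast for no effect and medium wells lacking yeast for full effect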
APJ agonist: APJ receptor agonism; CHO-K1 APJ PathHunter beta-arrestin, luminescence; 0% DMSO wells, 100% apelin; activation, % at 20 µM; 0.11% of 330,000 active; AID 2520;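 active = activation more than six SD over the plate average, tested at 20 µM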;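 also: 0% = DMSO alone and 100% = apelin-13 at 10 nM; some results filed as inactive read as strong as hits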
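Assay system: CHO-K1 APJ beta-arrestin complementation cell line / Compound: single test compound dose, 20 µM final, 1% DMSO / Times: overnight seeding, 90 min compound at 25 °C, 1 h detection / Technique: beta-gal luminescence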
Active calls of the source: *.

Screens by letter – A = UPR CHOP act; B = 697 NFkB inh; C = Mdm2 MdmX PPI; D = APJ antagonist; E = Jurkat NFkB inh; F = UPR XBP1 act; G = tim23-1 inh; H = APJ agonist
CC(=O)c1ccc(NC(=O)CN2C(=O)NC(C)(C3CCCCC3)C2=O)cc1 (stereo not drawn)
  A: 1.0	B: 14	C: -8	D: -2	E: 6	F: 1	G: 12	H: 0
CC(C)N(Cc1nc(-c2ccccc2)no1)C(=O)C1CCCCC1
  A: 0.7	B: 20	C: -22	D: -14	E: 1	F: 0	G: 36	H: -5
Cc1ccc(NC(=S)NC2CCSc3ccccc32)cc1 (stereo not drawn)
  A: -0.3	B: -4	C: 20	D: 20	E: -12	F: -4	G: 17	H: -1
CCN(CC)S(=O)(=O)c1ccc(C(=O)NCC2CCCCC2)cc1
  A: 0.6	B: 6	C: 0	D: 12	E: -4	F: 0	G: 30	H: -1
COc1ccc(CCC(=O)N2CCN(S(=O)(=O)c3cccs3)CC2)cc1
  A: 0.4	B: 3	C: 14	D: 14	E: 9	F: 0	G: 22	H: -7
O=C(CSc1nnc(CNC(=O)c2ccccc2F)o1)c1ccccc1
  A: 0.7	B: 26	C: -2	D: 1	E: -6	F: -1	G: -5	H: 0
CCC(C)(C)NC(=O)C(c1ccc(OC)cc1)N(Cc1ccco1)C(=O)CCC(=O)Nc1cc(C)on1 (stereo not drawn)
  A: 0.5	B: 23	C: 4	D: 0	E: 14	F: -3	G: 8	H: -1
COc1cccc(-c2nn(C)c3sc(C(=O)Nc4ccc5c(c4)OCCO5)cc23)c1
  A: 9.4	B: 15	C: 48	D: 17	E: -44	F: 7	G: 22	H: 1
CCNC(=O)NC(=O)COC(=O)CCCSc1nc2ccccc2s1
  A: -0.5	B: 13	C: 16	D: -1	E: 4	F: -4	G: 31	H: -3
c1ccc(Nc2nnc(-c3cccc4ccccc34)o2)cc1
  A: 3.9	B: -96	C: -11	D: 12	E: -100	F: 7	G: 15	H: -7
CCCCn1nnnc1SCC(=O)c1cc(Cl)ccc1OC
  A: -0.8	B: -2	C: -6	D: 21	E: -3	F: -2	G: 39	H: -2
Cc1cccc(C)c1NC(=O)C(=O)NCc1ccccn1
  A: 1.3	B: 10	C: -12	D: 7	E: -12	F: 0	G: 3	H: -3
Cc1nn(-c2ccccc2)c(C)c1/C=N/N1CCN(c2ccccc2)CC1
  A: -1.6	B: 9	C: 1	D: 7	E: -7	F: -4	G: 27	H: -4
Cc1cccc(N(Cc2ccccc2)C(=O)c2ccccc2S(C)(=O)=O)c1
  A: -0.1	B: 0	C: 20	D: 4	E: 0	F: -2	G: 29	H: 13
COc1ccc(-c2nc(CN3CCC(C(=O)N4CCOCC4)CC3)c(C)o2)cc1OC
  A: 2.3	B: 22	C: 3	D: 11	E: 4	F: -4	G: -8	H: -2
CCC(C)(C(=O)NC1CCCC1)N(C(=O)CC1NC(=O)NC1=O)c1ccc(C)cc1 (stereo not drawn)
  A: -1.8	B: 3	C: 10	D: -15	E: -8	F: 0	G: 9	H: 0
COc1ccc(NC(=O)c2cccc3c(Br)cccc23)cc1
  A: 3.4	B: -9	C: 5	D: -7	E: 1	F: -1	G: 8	H: -2
Oc1[nH]c2ccc(Br)cc2c1N=NC(=S)NCC1CCCO1 (stereo not drawn)
  A: -2.0	B: 23	C: 68*	D: 22	E: 3	F: 5	G: 21	H: -6
Cc1ccc(/C(N)=N/OC(=O)c2cc(-c3ccccc3)nc3ccccc23)cc1
  A: 3.8	B: 1	C: -16	D: -23	E: 14	F: 1	G: 84*	H: 6
COc1ccc(Cl)cc1NC(=O)CN(C)C(=O)c1cc(-c2ccncc2)nc2ccccc12
  A: -0.5	B: 9	C: 33	D: -1	E: -6	F: 0	G: 21	H: 21
CCCC1(c2ccccc2)NC(=O)N(CC(=O)Nc2cc(OC)cc(OC)c2)C1=O (stereo not drawn)
  A: -0.3	B: -3	C: 6	D: 13	E: -6	F: -4	G: 15	H: -2
O=C(CSC1=NCCS1)NCc1ccco1
  A: -2.2	B: 8	C: 1	D: -7	E: -1	F: -1	G: -6	H: 0
COc1cc(NC(=O)CN(C)S(=O)(=O)c2ccc3c(c2)CC(C)N3C(C)=O)cc(OC)c1 (stereo not drawn)
  A: -1.3	B: 1	C: 19	D: 8	E: -9	F: -3	G: 11	H: 0
Cc1cc(C)n2nc(SCC(=O)N3CCCCC3C)nc2n1 (stereo not drawn)
  A: 0.2	B: -16	C: 3	D: 1	E: -11	F: 3	G: 5	H: -1
Cc1ccc(N2C(=O)C(O)(C(F)(F)F)C3=C2CC(C)(C)CC3=O)cc1 (stereo not drawn)
  A: 0.2	B: 8	C: -10	D: 12	E: 15	F: -1	G: -7	H: -2

3 compounds from above, showing only 697 NFkB inh, tim23-1 inh and Jurkat NFkB inh:
smiles	697 NFkB inh	tim23-1 inh	Jurkat NFkB inh
O=C(CSc1nnc(CNC(=O)c2ccccc2F)o1)c1ccccc1	26	-5	-6
CCC(C)(C)NC(=O)C(c1ccc(OC)cc1)N(Cc1ccco1)C(=O)CCC(=O)Nc1cc(C)on1 (stereo not drawn)	23	8	14
COc1cccc(-c2nn(C)c3sc(C(=O)Nc4ccc5c(c4)OCCO5)cc23)c1	15	22	-44

Later entries.
Screens by letter – A = UPR CHOP act; B = 697 NFkB inh; C = Mdm2 MdmX PPI; D = APJ antagonist; E = Jurkat NFkB inh; F = UPR XBP1 act; G = tim23-1 inh; H = APJ agonist
CC(C)CCCNc1nc(N2CCOCC2)nc(N2CCOCC2)n1
  A: -1.8	B: -7	C: 5	D: 3	E: -3	F: -2	G: 12	H: -3
CCOC(=O)C1CCN(C(=O)CCc2c(C)nc3cc(-c4ccc(OC)cc4OC)nn3c2C)CC1
  A: -1.1	B: 13	C: 14	D: 1	E: 5	F: -3	G: 24	H: -1
COc1ccc(/C=N/NC(=O)c2cccc(NC(=O)c3ccccc3)c2)c(C(=O)O)c1OC
  A: -0.7	B: 7	C: -2	D: -1	E: 1	F: 0	G: 5	H: -2
O=C1NC(NS(=O)(=O)c2ccccc2)(C(F)(F)F)C(=O)N1c1cccc(Cl)c1 (stereo not drawn)
  A: 2.7	B: -1	C: 10	D: -1	E: -14	F: 1	G: 4	H: -1
O=C(NCCNC(=O)C1CC2CCC1C2)C1CC2CCC1C2 (stereo not drawn)
  A: -0.1	B: -4	C: 17	D: -2	E: -8	F: -2	G: 1	H: -4
CCCCn1c(N)c(N(CC)C(=O)C2=NN(c3ccccc3)C(=O)CC2)c(=O)[nH]c1=O
  A: -1.2	B: -4	C: 22	D: -9	E: -3	F: -2	G: 20	H: 4
COc1ccc(C(C)=O)cc1CC(=O)N(Cc1ccccc1)c1ccccc1
  A: 1.6	B: 1	C: -9	D: 21	E: -3	F: -2	G: 22	H: 0
C#CCOCCOCCOCCNc1nc(N2CCOCC2)nc(N2CCN(C(=O)CCCCCCCCCCNC(=O)[C@@H](CCC(=O)O)n3cc(CCCCCN)nn3)CC2)n1
  A: -0.2	B: -1	C: 30	D: 17	E: 4	F: 1	G: 16	H: 4
Cc1ccc(C2(C)NC(=O)N(CC(=O)Nc3ccccc3C(=O)N3CCCCC3)C2=O)cc1 (stereo not drawn)
  A: 0.7	B: -17	C: -6	D: -48	E: 1	F: -4	G: 7	H: 2
O=C(CN1CCOCC1)NCCNS(=O)(=O)c1ccccc1
  A: 2.2	B: 15	C: -9	D: -2	E: 4	F: -9	G: 9	H: 9
C=CCNC(=S)NC(=O)c1csc([N+](=O)[O-])c1
  A: 1.8	B: 10	C: 17	D: -14	E: -8	F: -3	G: 34	H: 2
CNC(=S)N1CCC(NC(=O)C(Cc2ccc(F)cc2)NC(C)=O)CC1 (stereo not drawn)
  A: -1.7	B: 12	C: 12	D: -10	E: -8	F: -2	G: -3	H: -4
COc1ccc(CCN2CC(C(=O)NCC(=O)Nc3ccc(F)c(F)c3)CC2=O)cc1OC (stereo not drawn)
  A: 0.8	B: -10	C: -1	D: -2	E: 7	F: 1	G: -4	H: -2
Cc1cc(C(=O)Nc2c(F)cc(F)cc2Br)c(C)o1
  A: 0.5	B: 11	C: 13	D: 18	E: -4	F: 0	G: 1	H: -3
CC(C)CNC(=O)CN1C(=O)NC(Cc2c[nH]c3ccccc23)C1=O (stereo not drawn)
  A: -1.6	B: 6	C: -5	D: -27	E: -2	F: 3	G: 18	H: 2
Cc1cccc(C)c1Nc1nnc(SCC(=O)Nc2sccc2C#N)s1
  A: 0.4	B: 3	C: 19	D: 4	E: -7	F: 1	G: 32	H: 1
CC(=O)c1cccc(NC(=O)N2CCCC2C(=O)Nc2cccc(C)c2C)c1 (stereo not drawn)
  A: -0.5	B: 24	C: 24	D: 22	E: 14	F: -2	G: 8	H: -3
CCCc1ncc(C(O)(c2ccccc2)c2ccccc2)n1C
  A: -1.5	B: -5	C: -21	D: 15	E: 8	F: 0	G: -11	H: -3
COc1ccc(C(=O)Nc2ccc(OC)c([N+](=O)[O-])c2)cc1Br
  A: 0.5	B: 39*	C: 1	D: 10	E: 7	F: -1	G: 3	H: -2
C[C@@H]1NS(=O)(=O)[C@H]2C[C@@H]3C=C[C@]2(O3)[C@H]1OC(=O)Nc1ccc(C(F)(F)F)cc1[N+](=O)[O-]
  A: 2.3	B: 16	C: -19	D: -33	E: 6	F: 2	G: 8	H: 1
COc1ccc(C(NC(=O)/C=C/c2ccco2)c2ccc(OC)c(OC)c2)cc1OC
  A: 2.6	B: -59	C: 26	D: 11	E: -10	F: -1	G: 7	H: 6
O=C1OCC/C1=C\c1ccccc1
  A: 1.3	B: 0	C: 20	D: 2	E: -3	F: -4	G: -1	H: 0
Cn1cnnc1SCC(=O)NNC(=O)COc1ccc(Cl)cc1
  A: 1.2	B: -1	C: 9	D: -18	E: 5	F: -3	G: -8	H: -3
COc1ccc(NC(=O)C2CCN(S(=O)(=O)c3c(C)noc3C)CC2)cc1
  A: 1.9	B: -10	C: 7	D: -69	E: 3	F: -3	G: 13	H: -1
Oc1cccc(-c2nc3ccc4ccccc4c3c3c2CCC3)c1
  A: 4.0	B: -142	C: -93	D: 14	E: -62	F: 3	G: 12	H: -2
O=C(O)C(c1ccccc1)c1ccccc1
  A: -2.1	B: 14	C: 6	D: 3	E: 15	F: -3	G: -11	H: -4
C=CCc1c(C)nc(-c2ccccc2)nc1N/N=C/c1ccccc1
  A: 1.2	B: 1	C: 11	D: 0	E: -14	F: -1	G: 36	H: 0
COc1ccc(-c2cc(C)nc(SCc3cccc(C(=O)O)c3)n2)cc1
  A: 0.2	B: -2	C: 21	D: 9	E: -1	F: -2	G: 15	H: -1
Cc1c(O)ccc2c(CN3CCOCC3)cc(=O)oc12
  A: -0.4	B: 14	C: 13	D: 7	E: -1	F: 1	G: 1	H: -3

Screens deposited in PubChem BioAssay by Sanford-Burnham Center for Chemical Genomics.
